# Screening results: PubChem, several laboratories
# DNA FID counter – compounds displacing fluorescent DNA intercalator, primary screen, artefact control for HCV NS3 helicase inhibitor project, biochemical, FID fluorescence; DNA fluorescent intercalator displacement; inhibition, % at 7.9 µM; 0.17% of 290,000 active; in the data active means inhibition above about 37%;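 further: 0% = vehicle and 100% = reference compound; higher means more ethidium bromide displaced from hairpin DNA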
# HCV NS3 hel inh – inhibitors of HCV NS3 helicase, primary screen, biochemical, Cy5 molecular beacon fluorescence | NS3 helicase DNA unwinding | AID 1800, 2009 | Hepatitis C virus NS3 helicase | 0.56% of 290,000 active | inhibition, % at 10.9 µM;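 active means inhibition above the mean of all tested compounds plus 3 SD, set per campaign, cut at about 35% in these data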;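 further: 0% = DMSO wells and 100% = thioflavine S control wells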
#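 System: HCV NS3 helicase fragment; control set: DMSO and thioflavine S; technique: Cy5 fluorescence at 0 and 60 min, beacon hairpin quenching; reagent: beacon DNA duplex substrate plus ATP; replicates: singlicate; schedule: 1 h reaction at 25 °C, ATP-initiated; medium: MOPS buffer pH 6.5 with MgCl2, DTT, Tween20, BSA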
# GalR3 antagonist – GalR3 antagonists in HEK293 cells, primary screen, cell-based, fluorescence readout; HEK293 GalR3-CNG cAMP membrane potential fluorescence; galR3 body fused to GalR1 C-terminus; 0.44% of 360,000 active; inhibition, % at 3 µM; Galanin receptor type 3 (Homo sapiens), O60755; AID 651719, 2012;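 active means inhibition above the screen-wide average plus 3 SD, cut at about 13% in these data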;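 further: forskolin and galanin both at EC90 stimulate the cells; cAMP rise reported by CNG channel membrane potential dye signal; 0% = forskolin plus galanin with DMSO and 100% = forskolin alone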
# V1aR counter – agonists of human V1a receptor, primary screen, counter-screen for OXTR agonist project, fluorescence, CHO-V1R cells; Vasopressin V1a receptor (Homo sapiens), P37288; Fluo-8 calcium fluorescence, agonist mode; 0% DMSO, 100% 3 nM vasopressin; activation, % at 3 µM; 0.25% of 320,000 active;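 active means activation above the mean activation of all tested compounds plus 3 SD, per screening run, cut at about 20% in these data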;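 further: signal is peak over basal fluorescence ratio across a 100 second FLIPR read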
# Target sequence (P37288 whole entry, looked up): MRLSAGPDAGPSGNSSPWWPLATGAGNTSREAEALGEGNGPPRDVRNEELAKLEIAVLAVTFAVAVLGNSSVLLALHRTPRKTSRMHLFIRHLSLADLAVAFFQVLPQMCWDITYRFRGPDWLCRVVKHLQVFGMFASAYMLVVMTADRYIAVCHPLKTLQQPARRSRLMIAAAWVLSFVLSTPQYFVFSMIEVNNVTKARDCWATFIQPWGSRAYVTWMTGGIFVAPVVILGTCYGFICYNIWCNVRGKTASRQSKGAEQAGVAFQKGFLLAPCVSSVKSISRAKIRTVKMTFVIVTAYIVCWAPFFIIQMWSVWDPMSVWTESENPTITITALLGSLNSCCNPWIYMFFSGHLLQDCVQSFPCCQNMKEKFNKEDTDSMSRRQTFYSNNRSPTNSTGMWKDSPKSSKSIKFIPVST
# IMP-1 inhibitor – IMP-1 metallo-beta-lactamase inhibitors, primary screen, biochemical, epi-absorbance readout, Pseudomonas aeruginosa enzyme | metallo-beta-lactamase IMP-1 (Pseudomonas aeruginosa) | inhibition, % at 5.6 µM | 0.45% of 290,000 active | purified IMP-1, nitrocefin hydrolysis, epi-absorbance fluorescence;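 active means inhibition above the mean plus 3 SD of all compounds in the same screening run, cut at about 4.5% in these data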;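 further: 0% = IMP-1 with DMSO and 100% = DMSO wells lacking enzyme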
#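 Assay system: purified recombinant IMP-1 beta-lactamase. Input: IMP-1 0.2 nM before substrate addition. Buffer or medium: Zinc- and detergent-supplemented HEPES buffer, pH 7.1. Schedule: 25 °C, 15 min preincubation, 25 min reaction. Signal: Epi-absorbance fluorescence, 480 nm excitation, 530 nm emission. Evaluation: percent inhibition from optical density relative to buffer-blank wells.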
# PHOSPHO1 block – PubChem AID 1565; inhibition, % at 13.3 µM; recombinant PHOSPHO1, absorbance phosphatase assay; 1.1% of 290,000 active; Phosphoethanolamine/phosphocholine phosphatase (Homo sapiens), Q8TCT1; in the data active means inhibition above about 60%
# Target sequence (Q8TCT1 whole entry, looked up): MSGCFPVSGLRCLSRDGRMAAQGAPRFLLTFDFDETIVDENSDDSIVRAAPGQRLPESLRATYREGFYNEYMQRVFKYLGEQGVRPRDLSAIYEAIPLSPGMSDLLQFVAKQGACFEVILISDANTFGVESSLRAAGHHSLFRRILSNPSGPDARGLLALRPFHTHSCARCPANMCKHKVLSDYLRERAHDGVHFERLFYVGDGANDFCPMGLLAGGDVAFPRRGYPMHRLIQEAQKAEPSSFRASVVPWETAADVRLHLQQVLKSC
# GPR7 antagonist – GPR7 receptor antagonists, primary screen, cell-based, fluorescence, single concentration; 1.1% of 290,000 active; GPR7-expressing cells, fluorescence antagonist assay; Neuropeptides B/W receptor type 1 (Homo sapiens), P48145; inhibition, % at 4.4 µM; in the data active means inhibition above about 16%, passing the limit was not always enough;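 further: cells stimulated with the agonist NPW; 0% = agonist with vehicle and 100% = vehicle without agonist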
# OXTR ag – human OXTR agonists, primary screen, fluorescence, CHO-OTR cells, Fluo-8 calcium; Fluo-8 calcium fluorescence; normalized: DMSO 0%, oxytocin 100%; activation, % at 3 µM; 0.32% of 320,000 active;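 active means activation above the mean of all tested compounds plus 3 SD, cutoff set per screening run, cut at about 20% in these data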;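 further: peak over basal fluorescence ratio from a 100 s FLIPR kinetic read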
# Target sequence (P30559 whole entry, looked up): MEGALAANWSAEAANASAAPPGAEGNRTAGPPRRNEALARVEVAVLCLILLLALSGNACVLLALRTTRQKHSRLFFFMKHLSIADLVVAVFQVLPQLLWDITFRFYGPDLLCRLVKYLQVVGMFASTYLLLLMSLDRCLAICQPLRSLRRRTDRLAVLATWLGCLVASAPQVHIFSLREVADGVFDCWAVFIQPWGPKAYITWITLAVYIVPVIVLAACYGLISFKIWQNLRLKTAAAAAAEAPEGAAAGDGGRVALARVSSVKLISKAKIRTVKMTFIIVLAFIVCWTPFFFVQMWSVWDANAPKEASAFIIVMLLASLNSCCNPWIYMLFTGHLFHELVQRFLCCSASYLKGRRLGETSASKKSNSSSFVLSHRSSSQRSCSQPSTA
# VIM-2 inh – VIM-2 metallo-beta-lactamase inhibitors, primary screen, biochemical, epi-absorbance readout, Pseudomonas aeruginosa enzyme; purified VIM-2, nitrocefin hydrolysis, epi-absorbance fluorescence; inhibition, % at 5.6 µM; 0.89% of 290,000 active;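 active means inhibition above the mean of all tested compounds plus 3 SD, cutoff set per screening run, cut at about 7.5% in these data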;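 further: red hydrolysis product quenches plate fluorescence so inhibitors raise well fluorescence; 0% = enzyme with DMSO and 100% = DMSO without enzyme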
# * marks the source's active call; other numbers are inactive results; / = not tested or not shown.
SMILES,DNA FID counter,HCV NS3 hel inh,GalR3 antagonist,V1aR counter,IMP-1 inhibitor,PHOSPHO1 block,GPR7 antagonist,OXTR ag,VIM-2 inh
Cc1cc(=O)n(CCC(=O)O)c2ccccc12,-1,-1,-2,1.6,-2.0,23,-20,0.5,-2.0
Cc1ccc(SCCC(=O)Nc2ccc(OCc3ccccc3)cc2)cc1,-1,-8,2,-0.3,-2.8,-2,-6,-1.7,-2.3
O=C1/C(=C/c2ccccc2[N+](=O)[O-])COc2ccccc21,3,-12,-1,-1.4,-1.4,-4,-7,-2.3,-0.5
CC1CC(c2ccccc2)NS(=O)(=O)O1 (stereo not given),-5,2,-1,1.1,-3.1,4,-8,-0.3,-3.4
O=C(NCc1ccncc1)Nc1ccccc1,1,-3,-6,0.7,-4.9,11,-7,0.7,-2.7
C=CCn1c(=O)/c(=C\c2ccsc2)s/c1=C(/C#N)C(=O)NCCN1CCOCC1,0,-33,/,1.1,-3.1,0,5,-1.1,-3.0
Cc1ccc2nc(/C(C#N)=C\c3cc(O)ccc3[N+](=O)[O-])[nH]c2c1,-4,14,-4,-0.2,-3.5,4,-8,-0.7,-4.6
CN(c1ccc(C(=O)NCc2cccs2)cc1)S(=O)(=O)c1ccccc1,-15,-10,-3,0.1,-3.0,15,-2,0.7,-1.9
COc1cc(NC(=O)C(F)(F)F)cc(OC)c1,-2,4,-3,-0.2,-1.7,1,-19,0.6,-2.4
Cc1ccc(C(=O)CSc2cnc3ccccc3n2)cc1C,-3,17,-5,2.4,-3.6,-11,-7,-0.9,-5.6
Cc1ccc(NC2CCCN(C(=O)Cc3nonc3C)C2)cc1C (stereo not given),-10,-2,-2,0.9,1.1,38,-11,1.0,1.0
CCOC(=O)C1=NN(c2ccc([N+](=O)[O-])cc2)CC1C(=O)OC (stereo not given),2,-7,0,-1.0,-2.3,-3,-2,0.1,-2.3
Cc1c(N=c2scc(-c3ccccc3)n2CCO)c(=O)n(-c2ccccc2)n1C,-19,2,-3,0.7,-3.5,-27,-2,1.3,-4.0
O=C(Nc1ccc(C(=O)O)cc1)/C(=C\c1ccco1)NC(=O)c1ccco1,-13,6,12,1.2,-1.5,8,6,-0.1,-1.1
CC(C)(C)OC(=O)N/N=C/c1c[nH]c2ccccc12,-6,9,-4,1.7,-1.9,-7,-6,1.8,-2.0

# Continued (three carried over from the part before).
SMILES,DNA FID counter,HCV NS3 hel inh,GalR3 antagonist,V1aR counter,IMP-1 inhibitor,PHOSPHO1 block,GPR7 antagonist,OXTR ag,VIM-2 inh
Cc1c(N=c2scc(-c3ccccc3)n2CCO)c(=O)n(-c2ccccc2)n1C,-19,2,-3,0.7,-3.5,-27,-2,1.3,-4.0
O=C(Nc1ccc(C(=O)O)cc1)/C(=C\c1ccco1)NC(=O)c1ccco1,-13,6,12,1.2,-1.5,8,6,-0.1,-1.1
CC(C)(C)OC(=O)N/N=C/c1c[nH]c2ccccc12,-6,9,-4,1.7,-1.9,-7,-6,1.8,-2.0
O=C(O)/C=C/C(=O)NNC(=O)c1ccccc1Br,0,2,-4,0.1,-2.7,18,-8,-0.7,-1.6
CC1(C)CC(=O)C(C=NCCN2CCN(C3CC(=O)N(c4ccc(F)cc4)C3=O)CC2)=C(O)C1 (stereo not given),-14,5,-3,-0.3,-3.3,34,-9,-1.0,-4.2
CC1Cc2cc(S(=O)(=O)NCCc3ccccc3)ccc2N1C(=O)C1CC1 (stereo not given),-40,-1,-7,6.0,-3.7,18,6,5.1,-5.1
COc1cccc(NC(=O)CN2C(=O)C3(OCCCO3)c3ccccc32)c1,-5,5,/,0.5,-3.3,-1,-5,8.8,-2.1
COc1cc(NC(=O)CN(C)CCOc2ccccc2)c(C)cc1[N+](=O)[O-],-14,-17,-9,1.9,-1.6,40,4,-0.7,-1.6
COc1ccc(S(=O)(=O)NCCN2CCOCC2)cc1Br,2,2,-9,-0.4,-0.2,/,-14,0.8,-0.4
CC1=C(C)C(=O)OC(C(C)C2CCC3C4CC=C5CC(OC6OC(COC7OC(CO)C(O)C(O)C7O)C(O)C(O)C6O)CC(O)C5(C)C4CCC23C)C1 (stereo not given),-44,5,-7,-0.4,-2.3,28,-13,-1.0,-3.1
CCN(CC)C1CCN(Cc2c(C(=O)N3CCCCCCC3)nc3ccc(Cl)cn23)C1 (stereo not given),-8,-1,2,0.1,-2.3,14,2,-1.2,-1.5
CC(C(=O)NCC1CCCCC1)N(C)Cc1ccc(Cl)cc1 (stereo not given),8,-5,-4,-0.7,-3.3,28,1,-2.5,-0.6
COc1ccccc1NC(=O)CN(c1ccc(C23CC4CC(CC(C4)C2)C3)cc1)S(C)(=O)=O,-25,-17,1,1.2,-2.7,0,-30,0.2,-2.7
COCCNC(=O)c1ccc2c(c1)nc(C)n2-c1cc(OC)c(OC)c(OC)c1,-15,12,/,-0.1,-3.5,56,-4,0.2,1.0
O=C(O)c1cc(S(=O)(=O)N2CCCc3ccccc32)ccc1Cl,-12,4,-11,/,0.7,/,13,/,2.9
Cn1c(=O)[nH]c(=O)c2c1nc(N1CCCCCC1)n2CCN1CCCCCC1,1,-4,1,-0.2,-2.6,-11,-10,-2.1,1.2
C=CCn1c(C(C)NC(=O)C(C)(C)C)nc2ccccc21 (stereo not given),-4,-4,-11,1.0,-0.4,-3,-2,-0.5,-0.9
Cn1c(N)c(S(=O)(=O)N2CCN(Cc3ccccc3)CC2)c(=O)n(C)c1=O,-4,3,-4,0.3,-4.4,1,0,-0.2,-1.1
CCOc1ccc(-n2c(Cc3ccccc3)nnc2SCc2c(C)noc2C)cc1,-34,-5,-2,-1.7,-2.4,34,-4,-2.2,-3.1
CCc1ccc2oc(=O)cc(CN3CCN(c4ccc(F)cc4)CC3)c2c1,-8,-2,5,-1.5,-2.1,7,-9,-1.6,-4.0
Cc1c(C(=O)Oc2cccc3ccccc23)cnn1-c1ccccc1,-13,-6,-3,0.5,-0.2,-6,4,-1.5,-0.4
CC(C)(C)OC(=O)N/N=C\C=C\c1ccc2c(c1)OCO2,-11,2,-8,0.4,-4.3,-4,4,2.5,-5.7
CSc1ccccc1NC(=O)CSc1n[nH]c(C)c1[N+](=O)[O-],8,2,-4,4.0,-3.5,4,-5,5.6,-2.5
CCOc1ccccc1CNS(=O)(=O)c1ccc2[nH]c(=O)sc2c1,-4,-4,-2,9.1,2.0,29,21*,6.8,2.6
Cc1ccccc1-n1c(SCc2csc(Nc3ccccc3)n2)nnc1-c1cccnc1,-30,-8,0,-0.5,-6.2,1,-8,-1.7,-4.1
CCc1ccc(NC(=O)c2cnc(N3CCN(c4ccccn4)CC3)c3ccccc23)cc1,-8,3,3,2.6,-0.8,-24,-25,0.3,-0.3
O=C(CNC(=O)c1ccccc1Cl)c1ccccc1,7,-1,-8,0.0,-1.3,29,-10,-0.8,-1.1
O=C1OC(C(=O)NCc2ccccc2)Cc2ccccc21 (stereo not given),-5,-4,-3,0.9,-1.1,2,0,0.1,-0.2
CCC(C)NC(=O)CC1Oc2ccc(C)cc2NC1=O (stereo not given),4,-4,-3,-0.1,-1.9,10,-3,0.8,-3.4
COc1ccc(N2Cc3ccccc3/C2=N\C(=O)Nc2ccccc2)cc1,-1,-3,-5,0.7,0.5,36,6,-1.1,0.6
CCC(CC)c1nnc(NC(=O)C23CC4CC(CC(NC(C)=O)(C4)C2)C3)s1,-47,-6,-2,1.1,-2.3,43,-4,2.0,-0.6
Fc1cccc(CNC2CCN(CCc3ccccc3)CC2)c1,18,2,-4,/,-3.3,14,1,/,-1.4
O=C(COc1ccc2oc(-c3ccccc3)cc(=O)c2c1)NCc1ccco1,-26,12,/,-1.6,-3.9,-25,-13,-2.0,-4.7
CN1CCN(C(=S)NC(=O)c2ccc(S(=O)(=O)N3CCOCC3)cc2)CC1,3,8,-5,0.1,-1.1,-90,-13,0.9,1.7
CCc1ccc(NC(=O)C2CCCN2C(=O)NC2CCCCC2)cc1 (stereo not given),-7,-17,-7,0.1,-3.6,28,7,-0.6,-1.8
S=c1[nH]nc(C2CCCCC2)n1/N=C/c1cccc(Br)c1,-13,6,0,0.2,-3.6,-7,-14,-0.2,-0.3
COc1ccc(C(CNC(=O)COc2ccc(-c3ccccc3)cc2)N2CCOCC2)cc1 (stereo not given),0,1,0,7.0,-5.1,-13,-2,3.0,-3.1
c1ccc(-c2cc(-c3nn4c(-c5ccco5)nnc4s3)c3ccccc3n2)cc1,-9,2,/,-1.3,-1.8,27,-9,-1.4,2.1
CSc1cccc(NC(=O)CN(c2ccccc2)S(=O)(=O)N(C)C)c1,-11,-3,-7,0.9,0.2,0,17,0.3,1.7
COc1cc(C(=O)NCCOc2ccc(C)c(C)c2)cc(OC)c1OC,-31,-1,-2,2.2,-2.1,50,-9,-0.2,0.4
CN(C)c1ccnc2sc(C(=O)NCc3ccccc3)c(N)c12,-9,-3,-1,-1.0,0.1,-71,14,-2.2,0.3
O=C(NC1CCCc2ccccc21)C1CCN(S(=O)(=O)c2cccc(C(F)(F)F)c2)CC1 (stereo not given),0,6,-2,3.1,-2.2,-9,2,0.5,-2.2
O=C(CSc1nnc(SCc2ccc(Cl)cc2)s1)N/N=C/c1ccc(C(=O)O)cc1,-10,-3,0,0.3,-1.0,13,-7,0.0,-2.3
O=C(Nc1ccccc1)Nc1nnc(COc2ccccc2F)s1,3,3,-1,2.2,-1.6,13,-5,2.4,-1.8
CCOCCn1c(C(C)C)nc2ccccc21,-6,-8,-3,0.5,-4.1,3,-1,-1.2,-3.0
COc1ccccc1NC(=S)NC(C)C(c1cccs1)N1CCOCC1 (stereo not given),-18,2,-5,-0.7,-2.1,-6,-8,0.4,-1.6
COc1ccc(C2N(c3ccc(Cl)cc3)C(=O)C3CCCN32)cc1 (stereo not given),1,1,1,0.1,2.8,15,-1,0.1,0.5
NC(=O)c1ccsc1NC(=O)CS(=O)(=O)c1ccc(Cl)cc1,-8,20,-7,1.3,-0.6,36,-19,-0.1,-3.2
CN(C)S(=O)(=O)c1ccc(N2CCCC2)c(C(=O)NCC2CCCCC2)c1,-20,4,-9,-1.6,1.4,32,6,-0.4,-0.3
CCn1c2ccccc2c2cc(NC(=O)CSc3nnnn3-c3ccccc3)ccc21,-2,-1,-3,-0.7,-2.4,-9,-4,-0.7,1.4
